Compound activity from PubChem.
mcGAS lum – cyclic GMP-AMP synthase inhibitors, mouse, primary biochemical chemiluminescence; Q8C6L5; recombinant cGAS, Kinase-Glo ATP depletion luminescence; inhibition, % at 12.5 µM; actives 0.15% (n = 160,000); AID 1259399, 2018;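 further: 0% = negative control wells and 100% = reference inhibitor with no enzyme activity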
NPYLR7 ag – agonists of mosquito NPYLR7 receptor, primary screen, cell-based, Aedes aegypti, calcium fluorescence, mosquito biting behavior; Aedes aegypti neuropeptide Y-like receptor 7 (NPYLR7); AID 1259423, 2018; HEK293T NPYLR7/Galpha15, GCaMP6s calcium fluorescence; activation, % at 10 µM; actives 0.15% (n = 270,000); in the data active means activation above about 40%;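 further: 0% = vehicle and 100% = reference agonist at the receptor; some compounds past the cut are filed as inactive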
hcGAS lum – Primary biochemical luminescence assay for human cyclic GMP-AMP synthase inhibitors | actives 0.081% (n = 290,000) | AID 1259398, 2018 | Q8N884 | inhibition, % at 12.5 µM | recombinant h-cGAS, ATP depletion, Kinase-Glo luminescence;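 further: 0% = vehicle reaction and 100% = reaction without DNA for no activity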
Target sequence (Q8N884 whole entry, looked up): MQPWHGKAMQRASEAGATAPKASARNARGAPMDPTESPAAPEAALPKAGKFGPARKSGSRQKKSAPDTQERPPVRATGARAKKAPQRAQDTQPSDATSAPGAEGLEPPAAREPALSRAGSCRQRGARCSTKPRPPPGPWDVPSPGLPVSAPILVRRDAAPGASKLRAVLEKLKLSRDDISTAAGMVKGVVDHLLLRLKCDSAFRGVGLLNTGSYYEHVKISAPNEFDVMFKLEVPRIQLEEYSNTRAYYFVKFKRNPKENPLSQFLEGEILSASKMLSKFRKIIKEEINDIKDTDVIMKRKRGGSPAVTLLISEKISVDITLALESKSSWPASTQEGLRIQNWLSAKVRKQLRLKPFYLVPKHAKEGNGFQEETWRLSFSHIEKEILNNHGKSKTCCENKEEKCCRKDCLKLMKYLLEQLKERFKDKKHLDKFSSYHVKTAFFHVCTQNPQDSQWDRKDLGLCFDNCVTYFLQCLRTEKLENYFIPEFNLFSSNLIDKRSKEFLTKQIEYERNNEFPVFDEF
* marks the source's active call; other numbers are inactive results; & = joins results of further samples. Unless noted, no stated cut-off is given here; in the data, active means inhibition above about 40%; inactive means the rest.

For CCOc1ncccc1C(=O)N1CCC(C(=O)c2ccc(O)cc2)CC1 the results were NPYLR7 ag -2 and hcGAS lum 4.
`OCc1csc(COc2cccc(CNCc3ccco3)c2)n1` gave NPYLR7 ag 32 and hcGAS lum 0.
For c1cncc(COC2CCN(CC3CCOC3)CC2)c1 (stereo unspecified) the results were NPYLR7 ag 6 and hcGAS lum -8.
COc1ccc(-c2nnc3ccc(SCC(=O)Nc4ccc(NC(C)=O)cc4)nn23)cc1OC was read as mcGAS lum -7, NPYLR7 ag 1 and hcGAS lum -2.
`C[N+](C)(C)CCOP(=O)(O)OP(=O)(O)OC[C@H]1OC(n2ccc(N)nc2=O)[C@H](O)[C@@H]1O` (stereo partly specified) gave NPYLR7 ag -10 and hcGAS lum -1&-3.
`COCCN(C)C(=O)Nc1c(-c2ccc(F)cc2)nc2sccn12` gave NPYLR7 ag 1 and hcGAS lum -8.
For Cc1ccc(C2(O)CCN(C(=O)C(C)n3cnc4ccccc43)CC2)nc1 (stereo unspecified) the results were mcGAS lum -14, NPYLR7 ag -4 and hcGAS lum -2.
`CC(C)(C)c1ccc(CN2C(=O)C3CCCN3C2=O)cc1` (stereo unspecified) gave NPYLR7 ag 4 and hcGAS lum -1.
For Cc1nc(C)c(CCC(=O)O)c(=O)[nH]1 the results were NPYLR7 ag 2 and hcGAS lum -4.
`O=C(CN1C(=O)COc2ccccc21)N1CCN(S(=O)(=O)c2cccs2)CC1` gave NPYLR7 ag 0 and hcGAS lum -10.
For CSc1ccc(Cn2c(C)c(C(=O)NCc3ccc4c(c3)OCCO4)sc2=O)cc1 the results were NPYLR7 ag 15 and hcGAS lum -4.
For CCC(=O)OCC(=O)[C@@]1(OC(=O)CC)[C@H](C)CC2C3C([C@@H](O)C[C@@]21C)[C@@]1(C)C=CC(=O)C=C1C[C@H]3Cl (stereo partly specified) the results were mcGAS lum -5, NPYLR7 ag -7 and hcGAS lum -3.
C/C=C1/[C@H]2C=C(C)C[C@]1(N)c1ccc(=O)[nH]c1C2 was read as NPYLR7 ag -2 and hcGAS lum -2.
CCCCn1c(=O)c2c(nc3n(CCN4CCOCC4)c(C)c(C)n23)n(C)c1=O was read as NPYLR7 ag 2 and hcGAS lum -4.
For Cc1c(C)c(C)c(C(=O)C2CCN(C(=O)CC3NC(=O)NC3=O)CC2)c(C)c1C (stereo unspecified) the results were NPYLR7 ag 5 and hcGAS lum -4.
Cc1ccc(NC(=O)CC(=O)N(C)CC2CCCCO2)cc1 (stereo unspecified) was read as mcGAS lum -18, NPYLR7 ag 21 and hcGAS lum -8.
For COc1ccccc1N1CCN([C@@H]2[C@H](O)[C@H](CO)O[C@@H]2CNC2CCN(C)CC2)CC1 the results were mcGAS lum -7, NPYLR7 ag -9 and hcGAS lum -7.
For COC(=O)c1sc(=S)sc1C(=O)OC the results were NPYLR7 ag 5 and hcGAS lum -12.
`Cc1cc(NC(=O)Cc2ccccc2)nc2c1c(=O)oc1ccccc12` gave NPYLR7 ag 9 and hcGAS lum 0.
For CCS(=O)(=O)N1CCc2cc(C(=O)COC(=O)c3ccccc3Nc3ccccc3)ccc21 the results were NPYLR7 ag 2 and hcGAS lum -3.
CCCCN(C)c1c(CC)nc2ccc(C(=O)Nc3cccc(OCC(=O)N(C)C)c3)cn12 was read as mcGAS lum 3, NPYLR7 ag -20 and hcGAS lum 6.
CCOC(=O)c1ccc2c(c1)nc(SCc1cc(Cl)ccc1Cl)n2CCc1ccc(OC)cc1 was read as mcGAS lum -6, NPYLR7 ag 12 and hcGAS lum -1.
For NS(=O)(=O)c1cc(C(=O)Nc2ccccc2)ccc1Br the results were mcGAS lum -3, NPYLR7 ag -4 and hcGAS lum 0.
Screening COc1cn(CC(=O)N2CCCc3ccccc32)c(CSc2nccc(C)n2)cc1=O returned mcGAS lum -8, NPYLR7 ag -10 and hcGAS lum -5.
Screening COc1nc(NC23CC4CC(CC(C4)C2)C3)nc(OC)n1 returned NPYLR7 ag 4 and hcGAS lum -3.
For CC(C)(c1ccc(O)cc1)c1ccc(O)cc1 the results were NPYLR7 ag -1 and hcGAS lum 2.
`O=C(Nc1ccon1)c1cnc2ccccn2c1=O` gave mcGAS lum -5, NPYLR7 ag 7 and hcGAS lum -3.
Screening c1ccc2[nH]c(SCCN3CCCC3)nc2c1 returned mcGAS lum -4, NPYLR7 ag 6 and hcGAS lum -3.
`CC1CCN(c2nc(N3CCC(C)CC3)nc(N3CC4CC(C3)c3cccc(=O)n3C4)n2)CC1` (stereo unspecified) gave NPYLR7 ag -1 and hcGAS lum -9.
`O=C(c1cccc(Cn2cccn2)c1)N1CCCC1c1ccccn1` (stereo unspecified) gave mcGAS lum -7, NPYLR7 ag 4 and hcGAS lum 1.
Screening CCNC(=S)N1CCC(C(NC(=O)c2ccccc2F)C(=O)NCCCOC)CC1 (stereo unspecified) returned mcGAS lum -5, NPYLR7 ag 5 and hcGAS lum -5.
Screening Cc1cccc(Cn2cnc3c(cnn3CCNC(=O)c3cccs3)c2=O)c1 returned mcGAS lum -9, NPYLR7 ag -4 and hcGAS lum -5.
Screening C=CCNc1nc2c(c(=O)[nH]c(=O)n2C)n1Cc1cccc(C)c1 returned NPYLR7 ag -7 and hcGAS lum 0.
For CCOc1ccccc1NC(=O)Nc1ccc(Nc2cc(OC)nc(C)n2)cc1 the results were mcGAS lum -8, NPYLR7 ag 12 and hcGAS lum -10.
CCCCCCc1cc2cc(-c3nnc(-c4cccc(Cl)c4)o3)c(=O)oc2cc1O was read as mcGAS lum -5, NPYLR7 ag 3 and hcGAS lum -5.
Screening CC(C)c1ccc(C(=O)N2CCOC(Cc3ccccc3Cl)C2)c(=O)n1C (stereo unspecified) returned NPYLR7 ag -6 and hcGAS lum -7.
For COc1cccc(-c2nnc(SCc3ccc(C(=O)Nc4ccc5c(c4)OCO5)cc3)n2-c2ccccc2OC)c1 the results were mcGAS lum -6, NPYLR7 ag 10 and hcGAS lum -1.
Screening Cc1ccc(-n2cc(CN(C)CCc3cnn(C)c3)c(-c3cccc(C)c3)n2)cc1 returned mcGAS lum -14, NPYLR7 ag 4 and hcGAS lum 0.
Screening CN(C)c1ccc(C(=O)N2CCC(C(=O)NCC#N)(c3ccccc3)CC2)c2ccccc12 returned NPYLR7 ag 20 and hcGAS lum -10.
O=C(COc1cccnc1)NC1(CN2CCCC2)CCCCC1 was read as mcGAS lum -8, NPYLR7 ag -1 and hcGAS lum -3.
Screening c1ccc(C2=NN(c3ccccc3)C(c3ccc(-c4ccccc4)cc3)C2)cc1 (stereo unspecified) returned mcGAS lum 5, NPYLR7 ag -8 and hcGAS lum 6.
Screening Brc1ccc(C2CN(CCC3OCCCO3)CCO2)cc1 (stereo unspecified) returned NPYLR7 ag -4 and hcGAS lum 4.
`Cc1ccc(NC(=O)c2nnn(Cc3ccccc3)c2N)cc1C` gave mcGAS lum 0, NPYLR7 ag -1 and hcGAS lum 4.
For CC(=O)Nc1nnc(-c2ccccc2SCc2ccccc2)s1 the results were mcGAS lum 5, NPYLR7 ag 2 and hcGAS lum 5.
Screening COc1ccc(F)cc1S(=O)(=O)n1nnc2ccccc21 returned NPYLR7 ag -1 and hcGAS lum 0.
Screening Cc1cc(C)nc(Nc2n[nH]c(COc3ccc4ccccc4c3)n2)n1 returned mcGAS lum -8, NPYLR7 ag 1 and hcGAS lum -19.
O=C(CC1CSc2nccc(=O)n21)Nc1ccccc1Cl (stereo unspecified) was read as NPYLR7 ag 2 and hcGAS lum -1.
`c1ccc(CCNc2nc(Nc3ccccc3)c3nccnc3n2)cc1` gave NPYLR7 ag 4 and hcGAS lum -1.
For CCCCNC(=O)c1cc([N+](=O)[O-])ccc1NC the results were NPYLR7 ag 6 and hcGAS lum -9.
Screening c1ccc(Cn2cnc3c(Nc4ccccc4)nccc32)cc1 returned mcGAS lum -6, NPYLR7 ag -4 and hcGAS lum -2.
Screening Nc1cc(-c2ccc(Cl)cc2)nn1-c1ccc(C(=O)NCCC(c2ccccc2)c2ccccc2)cc1 returned mcGAS lum -4, NPYLR7 ag 1 and hcGAS lum -4.
Nc1ccc2ncnc(NCCc3ccc(Oc4ccccc4)cc3)c2c1 was read as mcGAS lum -9, NPYLR7 ag -1 and hcGAS lum -6.
Screening Cc1cccc(-n2nc(-c3ccc(F)cc3)cc2C(=O)O)c1 returned NPYLR7 ag 16 and hcGAS lum -1.
Screening Cc1nc(-c2ccccc2)nc(C(=O)O)c1C(=O)OCc1ccccc1 returned NPYLR7 ag 15 and hcGAS lum -2.
Screening COc1ccc(CNC(=O)c2cn(Cc3cc(Cl)ccc3OC)c(=O)s2)cc1 returned NPYLR7 ag 14 and hcGAS lum -9.
For COc1ccccc1CSc1nnc(-c2ccco2)n1-c1cccc(Cl)c1 the results were mcGAS lum 1 and hcGAS lum -3.
COc1ccc2oc(CNC(=O)CCN3CCCCCCC3)nc2c1 was read as mcGAS lum -10, NPYLR7 ag 14 and hcGAS lum 0.
`Cc1nc2ccc(Cl)cn2c(=O)c1NC(=O)c1ccccc1F` gave NPYLR7 ag 4 and hcGAS lum -12.
`CCS(=O)(=O)Oc1cc(CN(CCN(C)C)C(=O)NC(C)C)ccc1OC` gave mcGAS lum -6, NPYLR7 ag 3 and hcGAS lum -5.
CCc1nc2n(n1)C(=O)C(C(c1ccc([N+](=O)[O-])cc1)N1CCC(C(=O)OC)CC1)S2 (stereo unspecified) was read as mcGAS lum 0, NPYLR7 ag 0 and hcGAS lum 1.
COc1ccc(CCN2CC(C(=O)NCc3cccc4[nH]ccc34)CCC2=O)cc1 (stereo unspecified) was read as NPYLR7 ag 4 and hcGAS lum -9.
COc1ccc(/C=C2\SC(=S)N(c3cccc(F)c3)C2=O)c(OC)c1 was read as mcGAS lum -4, NPYLR7 ag -1 and hcGAS lum -2.
CC(C)=CCCC1=CC(=O)OC1O (stereo unspecified) was read as mcGAS lum 4, NPYLR7 ag -6 and hcGAS lum 7.
`Cc1ccc(Cl)cc1-n1c(SCc2nc(C(=O)NCCN3CCOCC3)cs2)nnc1-c1ccncc1` gave mcGAS lum -7, NPYLR7 ag -2 and hcGAS lum -17.
Screening O=C(CSc1ccc(C(F)(F)F)cn1)NCCNc1ccc([N+](=O)[O-])cn1 returned mcGAS lum -3, NPYLR7 ag -8 and hcGAS lum -10.
`O=C(CSc1ncn[nH]1)c1ccc(O)cc1O` gave mcGAS lum -5, NPYLR7 ag 9 and hcGAS lum -6.
Screening CN(Cc1cc(=O)n(C)c(=O)n1C)C1CCc2ccccc21 (stereo unspecified) returned NPYLR7 ag 6 and hcGAS lum -6.
For Cc1noc(C)c1CC(=O)N1CCc2[nH]nc(-c3ccc(Cl)cc3)c2C1 the results were NPYLR7 ag 5 and hcGAS lum -11.
`CCn1cc(CN2CCC(C(=O)Nc3cccc(-c4cccc(F)c4)c3)CC2)cn1` gave NPYLR7 ag 0 and hcGAS lum 3.
For CC1=CC[C@@H]2CN(Cc3ccc(-c4ccn[nH]4)o3)C[C@@H]2C1 the results were mcGAS lum -13, NPYLR7 ag 8 and hcGAS lum -5.
`O=C(Nc1ccc2[nH]c(=O)[nH]c2c1)c1ccc2c(c1)OCCO2` gave NPYLR7 ag 0 and hcGAS lum 2.
`O=S(=O)(N1CCCC1)N1CCC2(CCOCC2)CC1` gave NPYLR7 ag 5 and hcGAS lum -1.
`O=C(NCCn1ncc2c(=O)n(Cc3ccccc3F)cnc21)c1cc(-c2ccco2)on1` gave mcGAS lum 2, NPYLR7 ag 0 and hcGAS lum 1.
COc1ccc(NC(=O)CNC(=O)CN(C(=O)c2ccc(C)cc2)C2CC2)cc1 was read as mcGAS lum -6, NPYLR7 ag -2 and hcGAS lum -12.
Screening COC(=O)c1nnn(-c2nc(OC)nc(N(C)C)n2)c1C returned NPYLR7 ag 2 and hcGAS lum -6.

Random draw from the library. About 0.29% of those tested had a hit in this group.
